# hcGAS lum: Primary biochemical luminescence assay for human cyclic GMP-AMP synthase inhibitors. Q8N884. recombinant h-cGAS, ATP depletion, Kinase-Glo luminescence. inhibition, % at 12.5 µM. hit rate 0.081% among 290,000. AID 1259398, 2018;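 note: 0% = vehicle reaction and 100% = reaction without DNA for no activity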
# Target sequence (Q8N884 whole entry, looked up): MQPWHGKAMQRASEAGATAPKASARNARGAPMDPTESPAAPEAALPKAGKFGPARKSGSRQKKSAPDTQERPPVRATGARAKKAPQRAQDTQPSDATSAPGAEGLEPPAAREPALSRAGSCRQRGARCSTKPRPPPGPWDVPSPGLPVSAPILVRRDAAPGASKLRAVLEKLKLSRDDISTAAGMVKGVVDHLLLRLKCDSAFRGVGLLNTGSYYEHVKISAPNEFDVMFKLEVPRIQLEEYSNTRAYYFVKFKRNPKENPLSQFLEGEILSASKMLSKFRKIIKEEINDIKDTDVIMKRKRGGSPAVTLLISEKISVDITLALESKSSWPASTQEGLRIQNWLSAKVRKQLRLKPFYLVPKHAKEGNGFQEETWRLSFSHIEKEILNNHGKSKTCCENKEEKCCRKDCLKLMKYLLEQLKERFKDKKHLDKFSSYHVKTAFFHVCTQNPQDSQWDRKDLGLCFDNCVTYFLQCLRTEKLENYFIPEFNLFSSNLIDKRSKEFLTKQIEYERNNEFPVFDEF
# mcGAS inh: cyclic GMP-AMP synthase inhibitors, mouse, primary biochemical chemiluminescence; Q8C6L5; recombinant cGAS, Kinase-Glo ATP depletion luminescence; inhibition, % at 12.5 µM; hit rate 0.15% among 160,000;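 note: 0% = negative control wells and 100% = reference inhibitor with no enzyme activity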
# NPYLR7 ag: agonists of mosquito NPYLR7 receptor, primary screen, cell-based, Aedes aegypti, calcium fluorescence, mosquito biting behavior. Aedes aegypti neuropeptide Y-like receptor 7 (NPYLR7). HEK293T NPYLR7/Galpha15, GCaMP6s calcium fluorescence. activation, % at 10 µM. hit rate 0.15% among 270,000; in the data active = activation above about 40%;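 note: 0% = vehicle and 100% = reference agonist at the receptor; some compounds past the cut are filed as inactive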
# * hit, by the source's call; . = no result given. Cut-off read from the data, not from the text of the source, unless noted: active = inhibition above about 40%; inactive = the rest.
# Values in the order: hcGAS lum, mcGAS inh, NPYLR7 ag
O=C(N=Nc1c(O)[nH]c2ccc(Br)cc12)c1ccccc1O
→ 2.7, -3.1, 11.0
CCNC(=S)N(Cc1ccco1)Cc1c(-c2ccccc2)noc1N1CCc2ccccc2C1
→ -6.7, -9.5, .
Cc1nn(-c2ccc(F)cc2)c(Cl)c1C=NNC(=O)COc1ccc(C#N)cc1
→ 1.9, ., 0.8
COc1ccc(C2C3(C#N)C(N)=NC(OC)(OC)C23C#N)c(OC)c1 (configuration not stated)
→ 1.7, ., 2.7
CSC(C)C(=O)Nc1cccc(-c2ccc3ccccc3c2)n1 (configuration not stated)
→ -7.3, -15.6, 17.0
CN(C)c1nc(N)c([N+](=O)[O-])c(N2CCN(Cc3ccccc3)CC2)n1
→ -2.7, ., -2.0
COc1ccc(CN2CCN(c3ncccc3C(N)=O)CC2)c(OC)c1C
→ -5.4, -13.7, 4.8
CN(CC(N)=O)S(=O)(=O)c1c(Cl)ccc2c(Cl)ccnc12
→ -5.4, ., 7.0
COc1ccc(-c2noc(CN3CCSCC3)n2)cc1
→ -6.6, ., 9.2
Cc1ccccc1NC(=O)CC(NCCN(C)C)C(=O)O (configuration not stated)
→ 1.2, ., 0.9
NC(=O)CC1CCN(C(=O)Cc2cc(Cl)ccc2Cl)CC1
→ -5.0, ., 6.2
CCc1cccc2c(C(CC(=O)NCCc3ccccn3)c3cccc4c3OCO4)c[nH]c12 (configuration not stated)
→ -2.1, -3.8, 0.5
CCN1CCN(CC(=O)N2N=C(c3ccccc3OC)CC2c2ccc(C)cc2)CC1 (configuration not stated)
→ -4.0, -3.4, -3.6
Cc1ccccc1N1C(=O)/C(=C/c2ccc([N+](=O)[O-])cc2)C=C1c1ccccc1
→ -3.8, -6.0, 0.0
C=CCCC(O)(CCC=C)c1ccc(CN(Cc2cccc(OC)c2OC)C2CC2)o1
→ 1.0, -4.7, 0.8
Cc1ccccc1C(=O)Nc1c(C)nc2ccc(Cl)cn2c1=O
→ -9.5, ., 5.5
Cc1cccc(CO[C@]2(C(=O)NCC3CCCO3)CC(OCc3ccccc3C#N)[C@H](O)[C@H](O)C2)c1 (some centres not stated)
→ -3.8, -5.2, 2.1
CCOc1ccccc1CN(CC)C(=O)c1ccc2nccn2c1
→ 1.7, -10.8, -4.8
CCc1cc(N(C)CCc2ccc(OC)c(OC)c2)nc(SCc2ccc(C(=O)O)cc2)n1
→ -4.7, -5.1, 11.4
CC(C)(C)c1ccc(S(=O)(=O)N(CC(=O)N(Cc2ccccc2)Cc2cccs2)C2CCCCC2)cc1
→ -6.2, -6.2, 15.9
COc1nccnc1-c1ccc(C)c2ncccc12
→ 2.6, ., -2.8
CN(C)CCN1CCC(CNCc2cn[nH]c2C(C)(C)C)CC1
→ 3.5, ., -1.1
Cc1ccc2[nH]c(C(=O)O)c(CN3CCC(n4nc(C)cc4C)C3)c2c1 (configuration not stated)
→ -1.9, ., 5.1
N#Cc1c(N)n(-c2ccccc2)c2nc3ccccc3nc12
→ 1.6, ., 4.9
C=CCn1c(=O)c2c(nc3n2C(C)C(C)=NN3CCOCC)n(C)c1=O (configuration not stated)
→ -7.1, -11.4, 7.9
CC(=O)c1sc2c(c1N)c(=O)[nH]c(=O)n2-c1cc(C)ccc1C
→ -1.4, ., -2.7
O=C(CSc1nc(=O)[nH]c2c1CCC2)N1CCCCCC1
→ -3.7, -9.6, -1.0
C=CCCC(O)CN(Cc1ccc(F)cc1)CC1CC(c2ccc(Cl)cc2)=NO1 (configuration not stated)
→ -2.0, -3.3, -1.0
O=C(O)C1CSC2c3ccccc3C(=O)N12 (configuration not stated)
→ -1.0, ., 10.1
O=c1[nH]c(=S)[nH]c2c1CCCN2
→ 11.6, ., -1.6
CC(C)c1cc(C(C)C)n(C2CCN(C(=O)c3cccc(C#N)c3)CC2)n1
→ -7.0, -8.4, 19.2
O=C(Cn1nc(-c2ccc(F)cc2)c2sc(N3CCCC3)nc2c1=O)NCCc1ccccc1
→ -7.4, -9.6, -3.6
O=C(COc1ccccc1)N1CCN(c2nc(Cc3ccccc3)nc3c2cnn3-c2ccccc2)CC1
→ -4.4, -4.6, 6.8
O=C(Cc1ccccc1)Nc1ccc(-c2ccc3nncn3n2)cc1
→ -3.5, -5.5, -10.2
C#CCOCC(O)CN(CCc1nc(-c2cccc(C(F)(F)F)c2)no1)Cc1ccco1 (configuration not stated)
→ -11.1, -4.4, 3.4
CCC(CC)NC(=O)c1cc(=O)[nH]c2ccc(S(=O)(=O)N3CCOCC3)cc12
→ -6.1, ., 4.7
Cc1cccc(N2CC(C(=O)N3CCCC3c3nnc4n3CCCCC4)CC2=O)c1C (configuration not stated)
→ -6.1, ., 8.5
O=[N+]([O-])c1ccc(-c2nc(C=Nc3ccc(F)cc3)c(O)o2)cc1
→ 0.5, ., -4.4
CC(C)CCn1c(CN2[C@@H]3CC[C@H]2CNC(=O)C3)nc2ccccc21
→ -3.5, -12.2, 1.7
Cc1ccccc1OCC(=O)NNC(=O)CN1C(=O)c2ccccc2C1=O
→ -4.8, ., -3.6
CC(C)(C)NCC(O)COc1cccc2c1CCCC2=O (configuration not stated)
→ 5.2, ., -10.1
CCOC(=O)CNC(=O)N(Cc1c(C)nn(-c2cccc(F)c2)c1N1CCN(CC)CC1)C(C)C
→ -1.5, -6.0, 18.8
Cc1cc(CC(C)NC(=O)c2ccc3c(c2)OCO3)n[nH]1 (configuration not stated)
→ -4.2, -15.0, 1.2
O=C(CCCl)Nc1ccc(Cl)cc1F
→ -6.5, -9.3, 3.9
CCO[C@H]1[C@H](NC(=O)c2cccnc2)c2ccccc2C12CCN(C(=O)c1ccc(C)cc1C)CC2
→ -8.1, -12.6, 4.4
CC1CCN(CC(=O)NCc2ccco2)c2cc(Cl)ccc2S1 (configuration not stated)
→ -5.5, ., -4.1
COC(=O)CCc1c(C)nn(-c2ccc(C(=O)Nc3cccc(SC)c3)cc2)c1C
→ -3.8, -6.0, 19.3
CCOC(=O)CCC(=O)Nc1cc(C(C)(C)C)nn1-c1cc(Cl)ccc1Cl
→ -4.5, -7.2, 20.2
O=C(Cn1cnc2c(sc3ccccc32)c1=O)Nc1ccc(F)cc1F
→ -1.6, -1.9, 10.3
CC1=NC(C)=C(C#N)C(c2cc(Cl)ccc2OC(F)F)C1C#N (configuration not stated)
→ -2.0, ., 2.5

# By substructure: the compounds so far containing an aryl methoxy group.
# Values in the order: hcGAS lum, mcGAS inh, NPYLR7 ag
COc1ccc(C2C3(C#N)C(N)=NC(OC)(OC)C23C#N)c(OC)c1 (configuration not stated)
→ 1.7, ., 2.7
COc1ccc(CN2CCN(c3ncccc3C(N)=O)CC2)c(OC)c1C
→ -5.4, -13.7, 4.8
COc1ccc(-c2noc(CN3CCSCC3)n2)cc1
→ -6.6, ., 9.2
CCN1CCN(CC(=O)N2N=C(c3ccccc3OC)CC2c2ccc(C)cc2)CC1 (configuration not stated)
→ -4.0, -3.4, -3.6
C=CCCC(O)(CCC=C)c1ccc(CN(Cc2cccc(OC)c2OC)C2CC2)o1
→ 1.0, -4.7, 0.8
CCc1cc(N(C)CCc2ccc(OC)c(OC)c2)nc(SCc2ccc(C(=O)O)cc2)n1
→ -4.7, -5.1, 11.4
COc1nccnc1-c1ccc(C)c2ncccc12
→ 2.6, ., -2.8

# (cont.)
# Values in the order: hcGAS lum, mcGAS inh, NPYLR7 ag
CC(=O)C(C(=O)N(C)C)n1cnc2c(nnn2-c2ccc(Cl)cc2)c1=O (configuration not stated)
→ -5.0, -7.3, -2.1
O=C(CN(Cc1ccccc1)C(=O)/C=C/c1ccccc1)Nc1cc(-c2ccccc2)nn1-c1ccc(F)cc1
→ 1.5, 0.4, -2.4
O[C@H]1C[C@@H]2CN(Cc3cccc(OCc4ccccn4)c3)C[C@@H]2C[C@@H]1O
→ -1.1, ., 0.3
CC(C)S(=O)(=O)Oc1ccc(CN(C(=O)c2cccc(F)c2)C2CC2)cc1
→ -11.1, -4.4, 23.7
COC(=O)C1=NOC2C(=O)N(c3ccc(F)cc3)C(=O)C12 (configuration not stated)
→ -2.6, ., 11.1
CC(Nc1ccc2[nH]c(=O)[nH]c2c1)C(=O)N(C(C)C)C(C)C (configuration not stated)
→ -5.1, ., 2.0
CCn1cc(C(=O)N2CCN(C(=O)CCc3ccccc3)CC2)c2nn(-c3ccccc3)c(=O)c-2c1
→ -13.6, -10.5, 1.9
COCc1cc(N(C)CCc2ccc(OC)c(OC)c2)nc(SCc2ccc(C(=O)NCCc3ccccn3)o2)n1
→ -10.2, -5.8, 11.7
COCc1ccccc1NC(=O)N1CCC(Oc2c(C)cccc2C)CC1
→ -3.5, ., 3.3
CS(=O)(=O)N1CCN(C(=O)c2csc(Nc3ccccc3)n2)CC1
→ 0.4, ., 9.6
O=C(COc1cccc(Cl)c1)N1CCN(c2nccc(-c3cccc(C(F)(F)F)c3)n2)CC1
→ -6.6, -8.9, 12.3
OCc1ccc(-c2nccn2-c2cccc3c2CCC3)o1
→ -1.8, -13.9, -2.7
CCn1nccc1C(=O)Nc1ccc2nc(N3CCN(C)CC3)sc2c1
→ -11.8, ., -2.4
COc1c2ccoc2nc2c(OC)c(O[C@@H]3O[C@H](C)[C@@H](O)[C@@H](O)[C@H]3O)ccc12
→ -4.0, 1.1, 3.0
CCOC(=O)C1(Cc2cccc(OC)c2)CCCN(Cc2ccncc2)C1 (configuration not stated)
→ -4.7, -4.5, -10.0
COc1cccc(CN(Cc2ccco2)CC(O)COc2ccc(Cl)cc2)c1OC (configuration not stated)
→ -7.0, -4.8, .
CCNc1ncc(CN2C[C@H](N)C[C@H]2C(=O)NC)cn1
→ -5.1, ., -4.7
O=C(NCc1cccc(C(F)(F)F)c1)c1csc(CSc2nnc(-c3ccccc3Cl)n2-c2ccccc2Cl)n1
→ -3.5, 0.5, -11.3
Cc1cccc(NC(=O)CC2CSc3nc(C)cc(=O)n32)n1 (configuration not stated)
→ -3.0, ., 0.4
CC(C)(C)SCC(=O)NC1CCN(CC(N)=O)CC1
→ -5.6, ., 1.4
CCOC(=O)C1CCCN(C(=O)c2ccc(CSc3nc(Cl)cc(N4CCOCC4)n3)cc2)C1 (configuration not stated)
→ -5.2, -3.3, -4.3
CC(C)CSc1nnc(SCC(=O)NCc2ccccc2)s1
→ -4.9, -8.2, 0.4
CCOC(=O)c1sc(NC(=O)CCN2C(=O)c3cccc([N+](=O)[O-])c3C2=O)c(C(=O)OCC)c1C
→ -2.5, -1.8, -1.8
O=C(Cc1cccs1)N1CC(=O)N(Cc2ccc(Cl)cc2)CC(O)C1 (configuration not stated)
→ -5.3, -4.9, 23.5
COc1ccc(Cl)c(S(=O)(=O)NC(C)c2nc(C)cs2)c1 (configuration not stated)
→ -7.6, ., -6.6
Cn1nnnc1Sc1ncccc1Cl
→ -11.6, ., 3.4
CC(C)NC(=O)C(=O)N1CCn2nc(C(=O)N3CCN(C)CC3)cc2C1
→ 3.7, 0.3, -7.4
CCc1nc(C)cc(N2CCN(C3CCN(C(=O)C(C)C)CC3)CC2)n1
→ -6.5, -11.9, 2.9
CN(CCC(O)c1ccccc1)C(=O)C1=CC(=O)CC(C)(C)O1 (configuration not stated)
→ 1.8, -4.0, 1.0
COc1cc(Cl)ccc1S(=O)(=O)N1CCC(Cc2ccc3c(c2)OCO3)CC1
→ -0.6, -4.6, 2.3
O=C(c1ccc(F)cc1C(F)(F)F)N1CCCN(c2nc3ccccc3nc2-c2ccccc2)CC1
→ -5.3, -5.4, 3.6
CC1CN(S(=O)(=O)NCCc2ccccc2)CC(C)O1 (configuration not stated)
→ 4.6, ., 5.6
COc1ccc(-c2ccc(N3CCC(C(=O)Nc4ncccc4C)CC3)nn2)cc1
→ -3.7, -5.8, -9.4
O=C(NCc1nc(C2CCCCC2)no1)c1cccc(-n2cnnc2)c1
→ -6.8, ., 8.6
COCCCN(Cc1c(-c2ccccc2)noc1N1CCCC1)C(=O)c1ccc(OC)cc1
→ -1.9, -7.7, .
CC(C)c1nc(COc2cccc(-n3cnnn3)c2)n(-c2ccccn2)n1
→ -3.7, -11.6, 15.2
CC(C(=O)Nc1cc(Cl)cc(Cl)c1)N1CCOCC1 (configuration not stated)
→ -10.6, -8.5, 8.2
CCN(CC)S(=O)(=O)c1cc([N+](=O)[O-])ccc1NN=C(C)C(C)C
→ -1.2, ., 0.6
CCc1nn(CC(=O)NCCN(CC)CC)c(=O)c2cc3occc3n12
→ -3.2, -2.3, 0.3
O=S(=O)(NCCc1csc2nc(-c3ccc(Cl)cc3)nn12)c1ccc2ccccc2c1
→ 2.0, 0.9, -16.6
Cc1c(CC(C)(C)C(=O)O)n(Cc2ccc(Cl)cc2)c2ccc(F)cc12
→ -3.9, ., 6.0
COC(=O)C1=C(C)NC2=C(C(=O)CC(c3ccccc3)C2)C1c1cc(OC)ccc1OC (configuration not stated)
→ -1.1, -5.2, -4.8
CCOc1cc(CO)ccc1OCCOc1cccc(Br)c1
→ -6.0, ., 5.3
COc1ccc(F)cc1CSCC(=O)NC1(C#N)CCCC1
→ -8.9, ., 9.7
CNC(=O)c1ccc(CN(C)c2cc(C(F)(F)F)nc3ccccc23)o1
→ -5.9, ., -1.0
COCCn1c(C(=O)Nc2ccc(Cl)cc2)cc2c(=O)n(C)c(=O)n(C)c21
→ -8.1, -9.7, -0.7
CCCCOCCOCC(=O)N1CCC(n2cnc3cc(C(F)(F)F)ccc32)CC1
→ -4.6, -4.6, -3.9

# Assay outcomes: PubChem BioAssay, Fisher Drug Discovery Resource Center
